# Bioassay records (PubChem BioAssay)
# LYPLA1 counter = LYPLA1 (human) inhibition in PME1 counter-screen; O75608; recombinant LYPLA1, FP-Rh probe fluorescence polarization; inhibition, % at 5.9 µM; hit rate 0.16% among 320,000; AID 2174;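 active = inhibition above the mean of all tested compounds plus 3 SD, set per campaign, cut at about 14% in these data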;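 note: inhibitors block serine hydrolase probe labeling of LYPLA1 so polarization falls; 0% = enzyme with DMSO and 100% = wells lacking LYPLA1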
# GSTO1 inh = GSTO1 inhibition, counter-screen for RBBP9 inhibitors; P78417; hit rate 1.1% among 300,000; inhibition, % at 5.96 µM; AID 1974; recombinant GSTO1, activity-based probe fluorescence polarization;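 active = inhibition above the campaign mean inhibition plus 3 SD, cut at about 35% in these data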;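 note: 0% = GSTO1-1 with DMSO and 100% = wells lacking GSTO1-1 enzyme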
# Target sequence (P78417 whole entry, looked up): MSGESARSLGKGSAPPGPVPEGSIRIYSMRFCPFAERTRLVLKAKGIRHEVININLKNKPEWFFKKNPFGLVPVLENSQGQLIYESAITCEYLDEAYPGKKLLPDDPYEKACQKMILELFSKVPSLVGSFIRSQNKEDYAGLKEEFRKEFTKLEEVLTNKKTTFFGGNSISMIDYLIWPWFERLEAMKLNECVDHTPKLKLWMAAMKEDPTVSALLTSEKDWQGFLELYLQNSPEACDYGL
# PAFAH1B2 FP inh = inhibitors of human PAFAH1B2; P68402; recombinant PAFAH1B2, FP-rhodamine activity probe, fluorescence polarization; inhibition, % at 3.39 µM; hit rate 1.2% among 340,000; AID 492953;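 active = inhibition above the mean of all tested compounds plus 3 SD, cut at about 24% in these data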;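 note: 0% = enzyme with DMSO and 100% = wells lacking PAFAH1B2; many of its hits are not listed in these tables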
# PREPL inh = human PREPL enzyme inhibition | Q4J6C6 | recombinant PREPL, fluorescence polarization activity-based probe | inhibition, % at 5.96 µM | hit rate 0.68% among 320,000; in the data active = inhibition above about 43%;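 note: 0% = enzyme with DMSO and 100% = wells lacking enzyme; many of its hits are not listed in these tables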
# PAFAH1B3 inh = PAFAH1B3 (human) inhibition. hit rate 0.28% among 340,000. inhibition, % at 3.39 µM. Q15102. recombinant PAFAH1B3, FP-rhodamine probe, fluorescence polarization;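 active = inhibition above the screen-wide average of all tested compounds plus 3 SD, cut at about 25% in these data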;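 note: 0% = enzyme with DMSO only and 100% = wells lacking PAFAH1B3 protein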
# pPAFAH inh = inhibitors of human plasma PAF acetylhydrolase (pPAFAH) | AID 463082 | inhibition, % at 3.39 µM | hit rate 1.5% among 330,000 | recombinant pPAFAH, FP-rhodamine probe fluorescence polarization;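 active = inhibition above the mean inhibition across the screen plus 3 SD, cut at about 25% in these data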;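 note: inhibitors block binding of the rhodamine activity-based probe so polarization drops; 0% = enzyme with DMSO and 100% = wells lacking pPAFAH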
# PAFAH2 inh = inhibitors of human PAFAH2. recombinant PAFAH2, FP-rhodamine activity probe, fluorescence polarization. inhibition, % at 3.39 µM. hit rate 0.99% among 340,000. AID 492956;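 active = inhibition above the mean over all tested compounds plus 3 SD, cut at about 30% in these data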;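 note: inhibitors block probe labeling of enzyme so polarization drops; 0% = enzyme with DMSO and 100% = wells lacking PAFAH2 protein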
# LYPLA2 inh = counter-screen for PME1 inhibitors: inhibitors of human LYPLA2. O95372. recombinant LYPLA2, FP-Rh probe fluorescence polarization. inhibition, % at 5.9 µM. hit rate 0.38% among 320,000. AID 2177;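 active = inhibition above the screen-wide mean plus 3 SD, limit set per campaign, cut at about 26% in these data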;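 note: 0% = LYPLA2 with DMSO and 100% = wells lacking LYPLA2 enzyme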
# PAD4 FP inh = PAD4 (human) enzyme inhibition | Q9UM07 | recombinant PAD4, RCA probe fluorescence polarization | hit rate 0.41% among 330,000 | inhibition, % at 6.36 µM;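 active = percent inhibition above a cutoff equal to the mean of all tested compounds plus 3 SD, cut at about 15% in these data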;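 note: 0% = PAD4 with RCA probe and DMSO and 100% = probe without PAD4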
# Target sequence (Q9UM07 whole entry, looked up): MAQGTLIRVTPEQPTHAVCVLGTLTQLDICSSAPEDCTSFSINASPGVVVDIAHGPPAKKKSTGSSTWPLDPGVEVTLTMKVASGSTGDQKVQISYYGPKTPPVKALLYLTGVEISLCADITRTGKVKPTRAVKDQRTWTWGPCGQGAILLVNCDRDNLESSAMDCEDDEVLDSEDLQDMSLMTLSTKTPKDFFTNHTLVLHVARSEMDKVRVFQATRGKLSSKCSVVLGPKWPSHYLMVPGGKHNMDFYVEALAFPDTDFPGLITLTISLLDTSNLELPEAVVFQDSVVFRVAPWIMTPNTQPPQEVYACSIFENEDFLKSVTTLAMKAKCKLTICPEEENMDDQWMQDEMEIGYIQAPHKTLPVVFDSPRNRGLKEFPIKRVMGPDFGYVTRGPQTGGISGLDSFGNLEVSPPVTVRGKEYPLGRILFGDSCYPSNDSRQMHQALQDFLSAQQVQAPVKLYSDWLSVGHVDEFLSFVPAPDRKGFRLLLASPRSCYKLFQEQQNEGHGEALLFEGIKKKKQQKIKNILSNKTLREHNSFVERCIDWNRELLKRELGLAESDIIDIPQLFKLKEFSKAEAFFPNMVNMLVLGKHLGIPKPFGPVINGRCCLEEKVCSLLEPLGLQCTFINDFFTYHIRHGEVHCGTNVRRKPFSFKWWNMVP
# * hit, by the source's call; / = no result given.
SMILES,LYPLA1 counter,GSTO1 inh,PAFAH1B2 FP inh,PREPL inh,PAFAH1B3 inh,pPAFAH inh,PAFAH2 inh,LYPLA2 inh,PAD4 FP inh
Cc1cccc(-c2noc(CCCC(=O)NC3CCCCC3)n2)c1,-2,6,6,0,4,4,-4,1,-3
CC1(c2ccc3ccccc3c2)NC(=O)NC1=O (stereo unspecified),0,-2,3,-2,0,10,-1,-7,-4
COc1ccc(Cc2nc3ccc(C(=O)NCCSC)cc3o2)cc1,3,5,4,6,4,5,-2,3,4
COc1ccc(OC)c(N(CC(=O)N2CCCCC2)S(=O)(=O)c2ccc(OC)c(OC)c2)c1,5,0,3,5,7,1,5,2,0
O=C(C(NS(=O)(=O)c1cccs1)c1ccccc1)N1CCN(c2ccccc2F)CC1 (stereo unspecified),-4,6,3,-3,-8,-4,8,-7,-2
CC(C)CN(C(=O)COC(=O)c1ccc2c(c1)OCO2)c1c(N)n(Cc2ccccc2)c(=O)[nH]c1=O,0,14,6,3,4,-2,-2,2,-2
CC1CC(C)CN(S(=O)(=O)N2CCC(C(=O)NCc3ccco3)CC2)C1 (stereo unspecified),1,-1,7,3,2,2,3,4,-2
Cc1ccccc1-n1c(SCC(=O)N2CCOCC2)nc(O)cc1=O,4,7,0,-7,2,39*,5,3,-3
O=C(COC(=O)/C=C/c1ccc(Cl)cc1)NCCc1ccccc1,-3,1,5,11,5,4,11,2,2
NS(=O)(=O)c1ccc(CCN2C(=O)CCC2=O)cc1,3,-6,3,-1,1,3,2,-3,-1
CCOc1ccc(NC(=O)C2CCCN2S(=O)(=O)c2ccc3c(c2)C(C)(C)C(=O)N3C)cc1 (stereo unspecified),2,-2,1,2,6,8,-1,4,2
Cc1nnc(N/N=C/c2ccco2)n1N,1,38*,4,-1,10,4,3,3,23*
CCN1CCCC1CNC(=O)c1cc([N+](=O)[O-])c(N(C)C)cc1OC (stereo unspecified),5,-1,1,9,-2,2,3,-1,3
O=C(c1ccco1)N1CCCN(Cc2nc(Cc3ccccc3)no2)CC1,0,8,-2,23,1,6,0,0,2
CCOC(=O)c1cc(-c2ccccc2)sc1NC(=O)C(C)Sc1nnc(C)s1 (stereo unspecified),-7,1,-4,10,-7,12,-4,0,-9
O=C(COC(=O)/C=C/c1ccc([N+](=O)[O-])cc1)NC(=O)NC1CCCCC1,/,/,3,12,-2,6,4,/,-5
O=C(Oc1cccc(OC(=O)N2CCCCC2)c1)N1CCCCC1,0,7,10,14,3,7,5,-1,-4
CC(C)(C)C(=O)N=C1SC2CS(=O)(=O)CC2N1c1ccc2c(c1)OCO2 (stereo unspecified),4,-6,6,0,4,3,3,4,0
N/C(=N\OC(=O)c1cnn(-c2ccccc2)c1C(F)(F)F)c1cc(C(F)(F)F)cc(C(F)(F)F)c1,-4,7,2,-1,5,-1,4,-6,-3
CN1CCC(N(C)CC(C)(C)NS(=O)(=O)c2ccccc2)CC1,2,1,2,-5,-8,-1,-2,1,0
CCc1ccc(NC(=O)CSc2nnc(-c3n[nH]c4ccccc34)n2-c2ccccc2)cc1,-6,-5,1,1,-11,-1,2,0,-7
N#Cc1ccc(-c2nc3ccc(Br)cc3c(=O)n2O)cc1,-3,5,3,10,4,2,-4,-8,4
CCOc1ccc(/C=N/NC(=O)c2cc(-c3ccco3)nc3ccccc23)cc1,-12,2,5,0,2,2,-8,-16,-6
O=C(OCCOc1ccccc1)c1cccc(S(=O)(=O)N2CCOCC2)c1,0,/,6,5,5,7,19,2,-1

# Two of these compounds, set out differently:
mol | LYPLA1 counter | GSTO1 inh | PAFAH1B2 FP inh | PREPL inh | PAFAH1B3 inh | pPAFAH inh | PAFAH2 inh | LYPLA2 inh | PAD4 FP inh
CCOC(=O)c1cc(-c2ccccc2)sc1NC(=O)C(C)Sc1nnc(C)s1 (stereo unspecified) | -7 | 1 | -4 | 10 | -7 | 12 | -4 | 0 | -9
O=C(COC(=O)/C=C/c1ccc([N+](=O)[O-])cc1)NC(=O)NC1CCCCC1 | / | / | 3 | 12 | -2 | 6 | 4 | / | -5

# The list continues:
SMILES,LYPLA1 counter,GSTO1 inh,PAFAH1B2 FP inh,PREPL inh,PAFAH1B3 inh,pPAFAH inh,PAFAH2 inh,LYPLA2 inh,PAD4 FP inh
O=C(NC1CC1)C1CCCN(C(=O)Nc2ccc(F)cc2)C1 (stereo unspecified),0,-1,-4,6,6,3,2,-1,5
COC(=O)c1cc2sccc2n1CC(=O)Nc1cc(OC)cc(OC)c1,-5,10,-1,9,-9,-10,0,-12,-10
CCOc1ccc(-c2nnc3ccc(SC(C)C)nn23)cc1,-4,-2,2,4,4,0,1,0,0
Cc1cc(C)c(S(=O)(=O)Nc2cccc3nsnc23)c(C)c1,-2,-2,6,16,10,11,6,-4,1
CN(CC(=O)Nc1cccc(F)c1)CC(=O)Nc1cc(S(=O)(=O)N2CCOCC2)ccc1Cl,3,/,1,16,-6,0,-13,3,2
CCSc1nnc(-c2ccncc2)o1,-1,5,4,-2,6,3,1,2,-1
Cc1ccc(S(=O)(=O)/N=C2\C=C(Nc3cccc(C(=O)O)c3)C(=O)c3ccccc32)cc1,3,90*,36*,32,65*,24,51*,21,63*
COc1ccc(S(=O)(=O)N2CCN(CC(=O)NC(Cc3ccccc3)C(C)=O)CC2)cc1 (stereo unspecified),/,/,20,14,6,2,8,/,0
COc1cc2cc3c(N)c(C(=O)Nc4sc(C)c(C)c4C#N)sc3nc2cc1OC,-18,19,7,3,14,52*,23,-25,-20
CCNC(=O)CN(c1ccccc1)S(=O)(=O)c1ccc(Cl)cc1,1,2,-4,-2,10,3,1,10,1
Cc1nc2c3ccccc3n(CC#N)c(=O)n2n1,1,-2,2,2,-1,6,2,-3,-1
O=C(COC(=O)c1ccccc1NS(=O)(=O)c1ccc(Cl)cc1)NCc1ccccc1,-5,-23,-5,-8,-2,7,10,-6,0

# Reprinted from the part before: four compounds, then new ones.
SMILES,LYPLA1 counter,GSTO1 inh,PAFAH1B2 FP inh,PREPL inh,PAFAH1B3 inh,pPAFAH inh,PAFAH2 inh,LYPLA2 inh,PAD4 FP inh
COc1cc2cc3c(N)c(C(=O)Nc4sc(C)c(C)c4C#N)sc3nc2cc1OC,-18,19,7,3,14,52*,23,-25,-20
CCNC(=O)CN(c1ccccc1)S(=O)(=O)c1ccc(Cl)cc1,1,2,-4,-2,10,3,1,10,1
Cc1nc2c3ccccc3n(CC#N)c(=O)n2n1,1,-2,2,2,-1,6,2,-3,-1
O=C(COC(=O)c1ccccc1NS(=O)(=O)c1ccc(Cl)cc1)NCc1ccccc1,-5,-23,-5,-8,-2,7,10,-6,0
CCC(=O)NNc1cc(=O)c2c(=O)n(C)c(=O)n(C)c2[nH]1,4,22,7,-3,1,-7,2,1,0
COc1cc(CNc2ccc(O)cc2)cc(Br)c1OCc1ccccc1F,18*,86*,10,7,10,39*,7,18,28*
O=C(NCc1ccco1)/C(=C\c1cccs1)NC(=O)c1ccccc1,4,5,7,-4,10,-3,-11,10,3
COC(=O)c1ccccc1NC(=O)Cn1c(SC)c(F)cnc1=O,-2,32,6,9,6,-2,0,5,6
COc1ccc(N(C(=O)COc2cccc(C)c2)S(=O)(=O)c2ccc(C)cc2)cc1,2,11,6,1,-4,10,6,4,1
CCOc1ccc(-c2nc(N)ncc2Oc2ccccc2Br)c(O)c1,-1,-10,-5,11,-6,10,-7,-2,-2
O=C(NNC(=O)c1cccnc1SCc1cccc([N+](=O)[O-])c1)c1ccccn1,-6,0,0,10,4,7,-1,-3,-6
CCn1cnc2c(Nc3cc(F)cc(F)c3)nc(C#N)nc21,-1,/,1,3,6,-2,2,-3,-2
Cc1ccc(S(=O)(=O)N2CCOCC2)cc1C(=O)Nc1ccc(-c2cn3ccsc3n2)cc1,-6,-7,5,9,-2,1,4,-4,-1
COC(=O)CN(C)C(=O)c1ccc2nc(Cc3cccc(Cl)c3)oc2c1,0,-1,3,20,0,-1,-11,3,-3
CCCCCNC(=O)c1cn(CC)c2cc(N3CCN(C)CC3)c(F)cc2c1=O,-1,-3,5,8,4,0,7,4,-2
CCn1cc(-c2cc(C(F)(F)F)n3nc(C(=O)O)cc3n2)c(C)n1,-2,0,0,2,9,-1,6,-1,-2
COc1ccc(CCN=Cc2ccc(O)cc2)cc1OC,-1,-1,5,6,6,-3,-4,0,-1
O=C(C[C@H]1C/C=C\CC[C@@H](Cc2ccc(F)cc2)C(=O)OC[C@H]2CCCN2C1=O)N[C@H](CO)Cc1ccccc1,/,/,2,24,-6,1,-6,/,2
COc1ccc(OC)c(CN2CCN(C(=O)c3ccco3)CC2)c1,1,0,-5,2,11,2,0,2,5
OCCN1CCN(c2nc(N3CCCCC3)nc(N3CCCCC3)n2)CC1,-2,-3,-1,-1,-1,6,-7,3,2
CCCCOC1CC(c2ccc(OCc3ccc(OC)cc3)c(OC)c2)N(C)O1 (stereo unspecified),4,-6,4,8,-3,5,4,0,-5
Cc1noc(NC(=O)c2ccc(F)cc2)c1C#N,1,-6,0,4,-1,3,7,-3,-4
O=C(CS(=O)c1ccc(F)cc1)Nc1ccccc1Cl (stereo unspecified),-1,9,8,-10,10,-3,6,0,1
Cc1ccc(NC(=O)c2c([N+](=O)[O-])cnn2C)cc1C,4,5,0,8,7,4,0,10,-2
COc1cccc(CN(C)C(=O)Cc2ccc(OC)c(S(=O)(=O)N3CCOCC3)c2)c1,1,3,5,-7,4,1,6,-4,1
CCOc1ccc2nc(SCc3ccc(F)cc3)sc2c1,0,-4,-4,-1,3,0,-7,-4,-5
Cn1c(=O)n(C/C=C/c2ccccc2)c(=O)c2c1nc1n2CCCN1c1ccc(F)cc1,2,-7,7,17,-1,1,6,6,-1
O=C(OCc1ccccc1)N1CCCC1/C=C/CN1CCOCC1 (stereo unspecified),-4,3,2,9,1,3,-6,-7,-2
O=C(CN1CCCC1)Nc1ccccc1Cl,-3,-3,7,4,5,3,1,2,3
Cc1cccc2cc(CN(Cc3cccs3)S(=O)(=O)c3ccc4c(c3)OCCO4)c(=O)[nH]c12,-3,-30,2,10,5,-3,-1,0,0
CC(C)(C)c1ccc(C(=O)C2CCCN(C(=O)CN3CCCC3=O)C2)cc1 (stereo unspecified),-3,2,0,-7,-5,4,-3,1,0

# Sorted by value in PAFAH1B2 FP inh (highest first): 3 of the compounds above.
Compound | PAFAH1B2 FP inh | PREPL inh | PAFAH1B3 inh | pPAFAH inh | PAFAH2 inh | PAD4 FP inh
COc1ccc(CCN=Cc2ccc(O)cc2)cc1OC | 5 | 6 | 6 | -3 | -4 | -1
Cc1noc(NC(=O)c2ccc(F)cc2)c1C#N | 0 | 4 | -1 | 3 | 7 | -4
COc1ccc(OC)c(CN2CCN(C(=O)c3ccco3)CC2)c1 | -5 | 2 | 11 | 2 | 0 | 5

# Only part of the results is shown (hit frequency here may not be typical).
